High-throughput results from PubChem BioAssay.
IL1B secr inh = qHTS for Inhibitors of Inflammasome Signaling: IL-1-beta AlphaLISA Primary Screen; THP-1 LPS/ATP IL-1B secretion, AlphaLISA, 16 h; stronger effect = lower value; activity change, % at 57.5 µM; 360,000 tested, 4.7% active; in the data active = activity change below about -50%; inconclusive = mostly about -30% to -49%; also: % is scaled to controls: 0 for no effect and ±100 for the full control effect
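Secreted IL-1B measured by AlphaLISA bead assay after 16 h compound exposure of THP-1 cells; compounds (final up to 57.5 uM) added 1 h before LPS (250 ng/mL) and ATP (1.25 mM) stimulation; lower signal means less secretion.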
ATXN2 expr inh = Primary qHTS for Inhibitors of ATXN expression; 360,000 tested, 0.72% active; HEK-293 ATXN2-luciferase reporter, luminescence, 24 h; Potency, µM (series often up to 57 µM), for the others: top-dose activity change, negative = inhibition, usual class: inhibitors; also: potency is read from the fitted curve at half-maximal effect; % is scaled to controls: 0 for no effect and ±100 for the full control effect; nearly all actives have a fitted effect of over 55% in size
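ATXN2-luciferase reporter cells (luciferase flanked by upstream and downstream ATXN2 gene portions) were treated 24 h at 37 °C with compounds at up to 57 uM. SteadyGlo luminescence gave expression; GF-AFC fluorescence gave viability.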
HT1080-NT tox = qHTS for induction of synthetic lethality in tumor cells producing 2HG: qHTS for the HT-1080-NT fibrosarcoma cell line; HT-1080-NT fibrosarcoma viability, CellTiter-Glo ATP luminescence, 48 h; Potency, µM (highest dose often 46.1 µM), for the others: at the top dose activity, negative = less viability, most hits filed as cytotoxic; 360,000 tested, 1.6% active;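 also: NT is the 2HG producing partner of a matched IDH1 knockdown line; potency is read from the fitted curve at half-maximal effect; 0% = DMSO-treated cells and -100% = media-only wells without cells; nearly all actives have a fitted effect of over 55% in size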
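HT-1080-NT; 750 cells/well; 5% FBS RPMI; 48 h compound, 37 degrees C; CellTiter-Glo luminescence; curve fitting and curve-class assignment.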
WRN inhibitor = qHTS for Inhibitors of WRN Helicase; Potency, µM (doses to about 114 µM), for the others: at the highest dose activity change, negative = inhibition, actives largely listed as inhibitors; AID 651768, 2012; 360,000 tested, 0.46% active; WRN helicase unwinding, fluorescent forked duplex, kinetic; Bifunctional 3'-5' exonuclease/ATP-dependent helicase WRN (Homo sapiens), Q14191; also: potency is read from the fitted curve at half-maximal effect; % is scaled to controls: 0 for no effect and ±100 for the full control effect; nearly all actives have a fitted effect of over 55% in size
Target sequence (Q14191 whole entry, looked up): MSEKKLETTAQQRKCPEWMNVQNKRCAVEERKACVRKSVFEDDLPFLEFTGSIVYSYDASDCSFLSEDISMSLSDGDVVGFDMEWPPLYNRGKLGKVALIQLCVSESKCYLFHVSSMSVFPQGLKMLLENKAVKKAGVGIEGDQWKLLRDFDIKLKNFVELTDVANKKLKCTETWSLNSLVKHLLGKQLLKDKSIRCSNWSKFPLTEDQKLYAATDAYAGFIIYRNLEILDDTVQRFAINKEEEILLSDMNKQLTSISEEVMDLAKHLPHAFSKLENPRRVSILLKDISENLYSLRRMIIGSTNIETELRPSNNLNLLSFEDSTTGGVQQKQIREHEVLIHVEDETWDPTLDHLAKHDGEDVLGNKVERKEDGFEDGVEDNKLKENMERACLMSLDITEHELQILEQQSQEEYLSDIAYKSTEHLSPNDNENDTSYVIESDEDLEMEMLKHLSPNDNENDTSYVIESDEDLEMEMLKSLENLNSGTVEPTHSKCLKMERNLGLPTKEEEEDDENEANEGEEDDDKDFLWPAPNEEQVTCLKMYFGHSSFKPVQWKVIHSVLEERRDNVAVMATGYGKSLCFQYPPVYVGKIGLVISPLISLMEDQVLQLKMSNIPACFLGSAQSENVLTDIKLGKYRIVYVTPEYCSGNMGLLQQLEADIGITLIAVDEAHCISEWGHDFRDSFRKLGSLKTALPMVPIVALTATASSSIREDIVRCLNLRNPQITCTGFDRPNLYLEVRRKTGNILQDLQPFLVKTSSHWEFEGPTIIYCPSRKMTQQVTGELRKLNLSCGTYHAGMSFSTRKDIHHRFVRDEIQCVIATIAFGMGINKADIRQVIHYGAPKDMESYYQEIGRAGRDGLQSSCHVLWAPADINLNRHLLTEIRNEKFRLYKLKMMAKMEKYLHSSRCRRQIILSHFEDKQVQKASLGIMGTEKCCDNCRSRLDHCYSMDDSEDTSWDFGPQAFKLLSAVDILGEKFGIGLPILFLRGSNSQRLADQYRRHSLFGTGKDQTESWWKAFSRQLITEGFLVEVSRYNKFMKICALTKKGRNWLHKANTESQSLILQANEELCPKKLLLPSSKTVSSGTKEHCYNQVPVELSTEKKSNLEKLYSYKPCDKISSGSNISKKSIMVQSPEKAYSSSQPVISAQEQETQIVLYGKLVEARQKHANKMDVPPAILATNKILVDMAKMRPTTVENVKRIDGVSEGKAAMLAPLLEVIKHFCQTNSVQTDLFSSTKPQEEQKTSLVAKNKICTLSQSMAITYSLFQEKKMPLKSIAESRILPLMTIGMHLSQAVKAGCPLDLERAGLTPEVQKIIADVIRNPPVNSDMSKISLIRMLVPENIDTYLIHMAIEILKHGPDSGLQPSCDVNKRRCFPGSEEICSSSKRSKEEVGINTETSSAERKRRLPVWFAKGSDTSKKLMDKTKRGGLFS
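WRN at 20 nM final was preincubated with compound for 15 min at room temperature; reaction started with 100 nM forked duplex oligonucleotide carrying fluorophore and quencher plus 2 mM ATP (final). Unwinding followed kinetically by red fluorescence (ex 525/em 598 nm).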
KB-V1 MDR tox = qHTS assay for MDR1-selective chemotherapeutics: Primary screen using the drug-selected MDR subline cells KB-V1; 400,000 tested, 3.4% active; Potency, µM (highest dose often 46.1 µM), for the others: at the top dose activity change, negative = cytotoxicity, most hits filed as cytotoxic; KB-V1 MDR cells viability, CellTiter-Glo, 72 h; also: potency is read from the fitted curve at half-maximal effect; % is scaled to controls: 0 for no effect and ±100 for the full control effect; nearly all actives have a fitted effect of over 60% in size
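Cells of the MDR subline KB-V1 are plated, dosed with compound at multiple concentrations, and incubated 72 h at 37 degrees C; CellTiter-Glo is then added and luminescence read after 10 min.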
KB-3-1 cytotox = qHTS assay for MDR1-selective chemotherapeutics: Primary screen using the parental adenocarcinoma cell KB-3-1. KB-3-1 viability, CellTiter-Glo ATP luminescence, 72 h. Potency, µM (top dose mostly 46.1 µM), for the others: top-dose activity change, negative = cytotoxic, usual class: cytotoxic. 400,000 tested, 1.4% active. AID 1347075, 2019; also: potency is read from the fitted curve at half-maximal effect; % is scaled to controls: 0 for no effect and ±100 for the full control effect; nearly all actives have a fitted effect of over 60% in size
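Viability of parental KB-3-1 cells, measured by CellTiter-Glo luminescence, followed a 72 h incubation at 37 °C with pinned compounds in phenol-red-free DMEM containing 10% FBS.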
HT1080 IDH1KD tx = qHTS for induction of synthetic lethality in tumor cells producing 2HG: qHTS for the HT-1080-IDH1KD cell line; HT-1080 IDH1 knockdown viability, ATP luminescence, 48 h; Potency, µM (highest dose often 46.1 µM), inactives show at the highest dose activity, negative = toxicity, hits mostly cytotoxic; 360,000 tested, 2% active;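 also: potency is read from the fitted curve at half-maximal effect; 0% = DMSO wells and -100% = cell-free medium wells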
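After a 2 h attachment period, IDH1KD HT-1080 cells took pin-transferred compound for 48 h at 37 °C; ATP-based luminescence after 10 min room-temperature reagent incubation reported viability.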
MCF10A rereplic = A quantitative high throughput screen for small molecules that induce DNA re-replication in MCF 10a normal breast cells; MCF 10A DNA re-replication, Hoechst nuclear intensity, 48 h; Potency, µM (highest dose often 46.1 µM), for the others: top-dose activity, positive = re-replication, usual class: activators; 350,000 tested, 2.9% active; also: potency is read from the fitted curve at half-maximal effect; % of control where 0% means no effect; nearly all actives have a fitted effect of over 50% in size
SW480 rereplic = A quantitative high throughput screen for small molecules that induce DNA re-replication in SW480 colon adenocarcinoma cells. SW480 DNA re-replication, Hoechst DNA content imaging, 48 h. Potency, µM (doses to about 46.1 µM), for inactives: at the top dose re-replication activation, actives largely listed as activators. 340,000 tested, 1.8% active; also: potency is read from the fitted curve at half-maximal effect; % of control where 0% means no effect; nearly all actives have a fitted effect of over 55% in size
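Hoechst fluorescence of nuclei (405 nm excitation, 500-530 nm emission) measured by plate-scanning imager after 48 hr compound exposure at 37 C; re-replication scored as increased number of nuclei with elevated intensity.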
An asterisk follows results filed as active; ? = inconclusive; / = no result given; & = joins results of further samples; [ ] = dose if it differs, or a comment. Unless noted, calls follow the shape of the dose curve; as a rule, active = well fitted curve in the direction sought with a large enough effect; inconclusive = small, poorly fitted or top-dose-only effect, or another doubt; inactive = no such curve, though single readings can be large; an effect the other way counts as inactive or inconclusive.

mol,IL1B secr inh,ATXN2 expr inh,HT1080-NT tox,WRN inhibitor,KB-V1 MDR tox,KB-3-1 cytotox,HT1080 IDH1KD tx,MCF10A rereplic,SW480 rereplic
COc1ccc2c(c1)SCC(=O)N2C,16,34%,0%,8%,?,-3%,0%,25%,-18%
CC12CC3(C)CC(C)(C1)CC(C(=O)NC(=S)N1CCCC1)(C2)C3,11,-28%,-5%,7%,-8%,1%,?,24%,?
Cc1ccccc1NS(=O)(=O)c1ccc(C(=O)N2CCN(c3ccccc3O)CC2)cc1,?,-13%,3%,-7%,/,/,8%,?,9%
[N-]=[N+]=NCC/C=C\C1NS(=O)(=O)OCC1O (stereo unspecified),28,5%,0%,8%,-2%,7%,9%,3%,-8%
CCOc1cc(/C=N/NC(=O)c2cccc(S(=O)(=O)N3CCOCC3)c2)ccc1OCC(=O)N(C)C,8,-2%,4%,-5%,2%,1%,-1%,-9%,-21%
Cn1c(=O)c2c(nc(SCc3cccnc3)n2Cc2ccccc2)n(C)c1=O,-2,-2%,-22%,-1%,-37%,-19%,-22%,2%,0%
CCN(CC)S(=O)(=O)c1ccc(C(=O)OCC(=O)c2ccc3c(c2)NC(=O)CO3)cc1,-2,-7%,0%,-6%,6%,2%,0%,7%,-1%
Cc1ccc([C@H]2C[C@H](n3cc(C4CC4)nn3)[C@@H](O)CN2Cc2cccs2)cc1,11,16%,-1%,-7%,?,2%,-9%,/,/
[O-][n+]1c2ccc3nonc3c2nn1-c1ccccc1Cl,0,-7%,-6%,8%,?,5%,7%,1%,1%
COc1ccccc1N(CC(=O)NCCN1CCOCC1)S(=O)(=O)c1ccc(C)cc1,0,0%,-4%,-6%,-27%,-7%,-2%,1%,-1%
Cn1nc(C(C)(C)C)cc1NC(=O)C1(C)CCN1C(=O)C1(c2ccccc2)CCCC1 (stereo unspecified),-4,-17%,-41%,-6%,0%,0%,?,/,/
O=C(NCN1C(=O)C2C3C=CC(C3)C2C1=O)Nc1ccccn1 (stereo unspecified),-8,2%,8%,14%,8%,1%,11%,-8%,-2%
COc1cccc(CN2CC(C(=O)N(C)CCc3ccccc3)CCC2=O)c1 (stereo unspecified),4,5%,13%,-4%[57.1 µM],0%,1%,18%,-2%,-3%
O=C(CCCN1C(=O)/C(=C/c2cccs2)SC1=S)NNC(=O)c1ccccc1O,0,?,-1%,-9%,?,?,?,2%,?
Cc1ccc(S(=O)(=O)NC(C)C(=O)NCc2ccc(Cl)cc2)cc1 (stereo unspecified),-11,-11%,2%,-1%,?,-3%,1%,-1%,0%
CCCC(=O)N1CCC1(C)C(=O)Nc1cc(-c2ccccc2)nn1C (stereo unspecified),92,15%,-2%,6%,0%,?,-14%,/,/
Cc1cc(NC(=O)CN2CCCCC2)n(-c2ccccc2)n1,37,/,-1%,-5%,5%,-1%,16%,-3%,-7%
CCOC(=O)/C(=N\Nc1ccccc1[N+](=O)[O-])c1csc(Nc2ccccc2)n1,2,-9%[11.3 µM],-23%,-11%,-27%,-17%,?,9%,4%
COC(=O)Cn1nc(-c2ccccc2)c2ccccc2c1=O,0,-1%,11%,-10%,-2%,2%,-2%,3%,-4%
CN1CCN(c2cccc3c2S(=O)(=O)N[C@@H](Cc2ccccc2)CO3)CC1,-10,2%,-6%,-6%,-6%,4%,1%,/,/
CN(C)CC(O)COc1cc2ccccc2cc1C(=O)N1CCCCC1 (stereo unspecified),-20,-5%,2%,11%,-28%,2%,10%,4%,-1%
CC1CCCCC1NC(=O)COc1ccc(-n2cnnn2)cc1 (stereo unspecified),24,-10%,-1%,2%,-16%,0%,-8%[9.24 µM],6%,-5%
CCOc1ccc(NC(=O)CN(C)C(=O)c2cc3c(s2)CCC(C)C3)cc1OCC (stereo unspecified),-4,-25%,-8%,-8%,-20%,-4%,-2%,43%,-19%
C[C@]12c3[nH]c4ccccc4c3CCN1C(=O)C(CC(=O)NCCc1ccccn1)C[C@@H]2C(=O)N1CCOCC1 (stereo partly specified),0,1%,7%,4%,0%,0%,8%,-2%,6%
COCOCCn1cc(CN2CCS(=O)(=O)N(Cc3ccc(-c4ccc(OC)cc4)cc3)C(C)C2=O)nn1 (stereo unspecified),-3,-10%,0%,-12%,5%,-18%,1%,/,/
CC(C)OC(=O)CSc1nc(Cc2ccccc2)nc2ccccc12,4,?,-2%,-5%,-13%,-1%,-2%,?,-13%
O=C(CCNC(=O)c1ccc(Br)o1)NC1CCCC1,1,-3%,1%[9.24 µM],1%,24%,-17%,-3%,-7%,-3%
O=C(Oc1ccc(Cl)c2cccnc12)C12CC3CC(CC(C3)C1)C2,5,-14%,18%,-11%[57.1 µM],-17%,0%,15%,18µM*,-6%
COc1ccc(CNC(=O)CS(=O)Cc2nc(-c3ccc(OC)c(OC)c3)oc2C)cc1 (stereo unspecified),-10,/,15%,-3%,6%&0%,6%&13%,8%,-5%,-24%
COc1cccc(CNC(=O)N2CCN(S(=O)(=O)c3ccc(Cl)cc3)CC2)c1,-22,-13%,-6%,4%,?,16%,-2%,1%,6%

Three compounds out of the list above, ordered by the value under SW480 rereplic, falling:
| structure | IL1B secr inh | WRN inhibitor | SW480 rereplic |
| --- | --- | --- | --- |
| C[C@]12c3[nH]c4ccccc4c3CCN1C(=O)C(CC(=O)NCCc1ccccn1)C[C@@H]2C(=O)N1CCOCC1 (stereo partly specified) | 0 | 4% | 6% |
| COc1ccccc1N(CC(=O)NCCN1CCOCC1)S(=O)(=O)c1ccc(C)cc1 | 0 | -6% | -1% |
| CC1CCCCC1NC(=O)COc1ccc(-n2cnnn2)cc1 (stereo unspecified) | 24 | 2% | -5% |

(list continues)
mol,IL1B secr inh,ATXN2 expr inh,HT1080-NT tox,WRN inhibitor,KB-V1 MDR tox,KB-3-1 cytotox,HT1080 IDH1KD tx,MCF10A rereplic,SW480 rereplic
CCOC(=O)c1sc(NS(=O)(=O)c2ccc(NC(C)=O)cc2)nc1C,19,0%,9%,-9%,15%,4%,3%,-4%,-6%
CN(C)c1ccc(CC(=O)N2CCCCC2c2cc(C(=O)Nc3ccccc3)no2)cc1 (stereo unspecified),0,?,17%,-1%,-22%,-17%,12%,/,/
O=C(Cn1cnc2c(nnn2Cc2ccccc2)c1=O)Nc1ccc2c(c1)OCCO2,18,5%,-26%,-5%,0%,-10%,-18%,15%,-5%
CC1CC(CCN)(c2ccccc2)C(C)CN1C (stereo unspecified),-10,-11%,1%,-2%,11%,2%,-1%,0%,?
COc1ccc(CCNC(=O)Cn2cc(C(F)(F)F)cc(Cl)c2=O)cc1,3,/,-2%,7%,-10%,?,-5%,-5%,2%
CC(=O)Nc1cccc(C(=O)OCC(=O)NC(=O)NC2CCCC2)c1,39,/,1%,2%,-22%,5%,-6%,/,/
O=C(COc1ccccc1[N+](=O)[O-])NCCCN1CCCC1=O,26,2%,3%,-3%,-1%,-4%,0%,-4%,-11%
CSc1ccccc1NC(=O)Cn1nc([N+](=O)[O-])cc1C,11,-12%,4%,-1%,?,-2%,7%,-11%,2%
COc1ccccc1/C=C/C1NC(=O)NC(C)=C1C(=O)OC(C)C (stereo unspecified),15,-18%,-1%,2%,?,-4%,-10%,4%,-5%
CCCn1c(N)c(N(CCOC)C(=O)c2cc(S(=O)(=O)N3CCCCCC3)ccc2OC)c(=O)[nH]c1=O,9,-2%,7%,2%,7%,-8%,22%,-3%,-6%
Cc1ccc(CNC(=O)CS(=O)Cc2nc(-c3ccccc3Cl)oc2C)cc1 (stereo unspecified),-12,/,8%,3%,-20%,0%,7%,7%,6%
CCNC(=O)CCn1nc(-c2ccc(C)cc2)c2ccccc2c1=O,-16,-21%,-1%,3%,4%,-2%,-4%,6%,3%
Cc1ncc(CSc2nnnn2-c2ccccc2)c(N)n1,30,-3%,-5%,-10%,?,4%,21%,13%,-3%

Ordered by molecular weight (low to high): some entries from above.
mol,IL1B secr inh,ATXN2 expr inh,HT1080-NT tox,WRN inhibitor,KB-V1 MDR tox,KB-3-1 cytotox,HT1080 IDH1KD tx,MCF10A rereplic,SW480 rereplic
Cc1ncc(CSc2nnnn2-c2ccccc2)c(N)n1,30,-3%,-5%,-10%,?,4%,21%,13%,-3%
CSc1ccccc1NC(=O)Cn1nc([N+](=O)[O-])cc1C,11,-12%,4%,-1%,?,-2%,7%,-11%,2%
CCNC(=O)CCn1nc(-c2ccc(C)cc2)c2ccccc2c1=O,-16,-21%,-1%,3%,4%,-2%,-4%,6%,3%
CC(=O)Nc1cccc(C(=O)OCC(=O)NC(=O)NC2CCCC2)c1,39,/,1%,2%,-22%,5%,-6%,/,/
Cc1ccc(CNC(=O)CS(=O)Cc2nc(-c3ccccc3Cl)oc2C)cc1 (stereo unspecified),-12,/,8%,3%,-20%,0%,7%,7%,6%
O=C(Cn1cnc2c(nnn2Cc2ccccc2)c1=O)Nc1ccc2c(c1)OCCO2,18,5%,-26%,-5%,0%,-10%,-18%,15%,-5%
